RAD54 branch: inhibitors of human RAD54 branch migration, primary screen, biochemical, fluorescence, single point; 360,000 compounds, 0.14% hits; RAD54 Holliday junction branch migration, FAM/BHQ fluorescence; inhibition, % at 10.4 µM;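 active means mean normalized replicate activity at least 40 and at least half of replicates scoring 40 or more; inconclusive means only one of the two criteria met; inactive means mean below 40 and under half of replicates reaching 40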;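 further: 0% = median of neutral control wells and 100% = median of positive control wells; inhibitors cause a drop in the FAM fluorescence signal; in these data hits start at about 50%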
Target sequence (Q92698 whole entry, looked up): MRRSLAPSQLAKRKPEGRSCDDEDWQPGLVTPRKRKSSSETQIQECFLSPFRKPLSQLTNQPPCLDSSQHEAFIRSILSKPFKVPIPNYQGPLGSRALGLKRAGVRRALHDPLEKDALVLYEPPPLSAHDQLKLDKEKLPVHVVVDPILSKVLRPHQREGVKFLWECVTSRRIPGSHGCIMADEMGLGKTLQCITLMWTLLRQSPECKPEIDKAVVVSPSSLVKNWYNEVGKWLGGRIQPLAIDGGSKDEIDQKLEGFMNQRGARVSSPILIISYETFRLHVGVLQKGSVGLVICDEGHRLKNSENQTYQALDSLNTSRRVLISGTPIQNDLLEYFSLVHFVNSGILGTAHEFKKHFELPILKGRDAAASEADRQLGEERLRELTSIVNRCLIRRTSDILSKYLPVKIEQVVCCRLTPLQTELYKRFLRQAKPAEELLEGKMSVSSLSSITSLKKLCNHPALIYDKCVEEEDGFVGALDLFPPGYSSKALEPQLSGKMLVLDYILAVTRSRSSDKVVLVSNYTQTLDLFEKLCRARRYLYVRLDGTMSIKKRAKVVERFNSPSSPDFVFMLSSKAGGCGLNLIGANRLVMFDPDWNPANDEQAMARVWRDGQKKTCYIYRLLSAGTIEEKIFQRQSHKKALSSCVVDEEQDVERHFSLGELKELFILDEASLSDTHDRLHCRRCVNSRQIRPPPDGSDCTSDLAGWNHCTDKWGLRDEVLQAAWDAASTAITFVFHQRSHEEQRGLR
* = called active by the depositor; ? = inconclusive. Only part of the results is shown, so the mix of outcomes need not match the whole.

SMILES	RAD54 branch
O=C(NC1CCCC1)C(c1ccncc1)N(Cc1cccs1)C(=O)c1csnn1 (configuration not stated)	-15
N#CCCCSc1ncccc1-c1nc2ccccc2[nH]1	-3
COc1cc(C2NC(C(=O)O)Cc3c2[nH]c2ccccc32)cc(OC)c1OC (configuration not stated)	-6
COc1ccc(C(C(C(=O)c2ccco2)N2CCOCC2)N2CCOCC2)cc1 (configuration not stated)	4
COc1ccc(NC(=O)CSc2nccc(C)n2)cc1	1
COC(=O)c1sc(N)c(C(=O)OC)c1COC(=O)C1CC(=O)N(Cc2ccco2)C1 (configuration not stated)	-10
CCOC(=O)c1cc2occc2n1Cc1ccc(F)cc1	-13
O=[N+]([O-])c1ccccc1/C=C/C=N/n1c(-c2ccc(Cl)cc2)n[nH]c1=S	-1
CCOc1ccc(NC(=O)CN2CCN(CC(=O)Nc3cccc(F)c3)CC2)cc1	-5
C=CCNC(=O)c1ccccc1NC(=O)c1cccc2ccccc12	1
C#CCOCCOCCOCCNc1nc(N2CCN(C(=O)[C@H](CCCN=C(N)N)n3cc(C(N)[C@H](C)CC)nn3)CC2)nc(N2CCN(C(=O)[C@H](CCCN=C(N)N)n3cc(C(N)[C@@H](C)CC)nn3)CC2)n1 (some centres not stated)	-1
Cc1nc(=S)n(-c2ccccc2)[nH]1	-1
NC(=O)c1cc2n(n1)C(C(F)(F)F)CC(c1ccco1)N2 (configuration not stated)	-9
COc1ccc(C2=NOC(Cn3c(Cc4ccc(Cl)cc4)nc4c3c(=O)n(C)c(=O)n4C)C2)cc1 (configuration not stated)	0
COc1ccc(-c2noc(CCC(=O)Nc3ccc4c(c3)OCCO4)n2)cc1	-11
O=C(Cn1nnc(-c2ccncc2)n1)Nc1ccc2c(c1)CCC2	-1
Cc1c(Br)cc(C(=O)NC2CCCCC2)c(C)c1C	-1
COC(=O)[C@H](C)NC(=O)Nc1ccc(Oc2ccccc2)cc1	8
COc1ccc(C(=O)NCc2n[nH]c(=S)n2-c2ccccc2)cc1OC	9
CCCCOCCCn1c(-c2ccco2)nc2nc3ccccc3nc21	-6
CC(=O)Nn1c(COc2ccccc2C)nc2ccccc2c1=O	4
Cn1c(=O)c2c(-c3ccccc3)n(C3CCCCC3)cc2n(C)c1=O	0
Cc1nc2sc(C(c3cccc(F)c3)N3CCN(C(=O)c4ccco4)CC3)c(O)n2n1 (configuration not stated)	-3
COCCCNC(NC(=O)c1ccc(C)cc1)C(Cl)(Cl)Cl (configuration not stated)	6
CN(C)C(=O)CSc1nnc(-c2cc(-c3cccs3)nc3ccccc23)o1	7

(listing goes on)
SMILES	RAD54 branch
CC1=NNC(=O)C1CCC(=O)N/N=C\c1ccccc1[N+](=O)[O-] (configuration not stated)	5
CN1CC(c2ccccc2)C2(COc3ccccc3C2=O)C12C(=O)Nc1ccccc12 (configuration not stated)	2
COc1ccc(OC)c(N(CC(N)=O)S(=O)(=O)c2ccc(OC)c(OC)c2)c1	-3
Fc1ccc(Cn2c(-c3cscn3)nc3ccccc32)c(Cl)c1	1
CC1=CCC(C(=O)O)(C(=O)N/N=C/c2cccs2)C(c2ccc([N+](=O)[O-])cc2)C1 (configuration not stated)	7
COCCCNC(=O)C1CCCCN1S(=O)(=O)c1ccc(F)cc1 (configuration not stated)	-1
CCCCC1(Cc2cccc([N+](=O)[O-])c2)C(=O)N(c2ccccc2)N(c2ccccc2)C1=O	-4
CS/C(=N\S(=O)(=O)c1ccc(N)cc1)NS(=O)(=O)c1cccs1	-7
CCCN1CCCc2cc(CN)ccc21	-1
CC1CC(C(F)(F)C(F)(F)F)n2nc(C(=O)O)cc2N1 (configuration not stated)	-4
Cc1ccc(SC/C(O)=C(\C#N)c2nc3ccccc3s2)cc1	-6
COc1ccccc1Nc1nc(N)nc(-c2oc3ccccc3c2C)n1	-3
Cc1ccc(-n2c(-c3nn(C)c(C)c3Cl)n[nH]c2=S)cc1	-4
COc1ccc(-c2c(C)nn3c(N4CCC(C(=O)NCCN(C)C)CC4)cc(C)nc23)cc1OC	8
CS(=O)(=O)N(CC(=O)Nc1ccc2c(c1)OCO2)Cc1ccccc1	6
Cc1ccc(-c2cc(C(F)F)n3ncc(C(=O)Nc4c(C)nn(Cc5ccccc5Cl)c4C)c3n2)cc1	8
CCc1cccc(CC)c1NC(=O)C1SC(=Nc2ccccc2C)C(c2nc3ccccc3s2)=C1N (configuration not stated)	1
COC(=O)Cc1nc(NC(=O)c2cccs2)sc1C	-12
O=C1CC(=O)N(CCc2ccccc2)C(=O)N1CCc1ccccc1	7
CCc1nn(CCCC(=O)N2CCc3ccccc3C2)c(=O)c2cc3occc3n12	-5
O=C(NCCCN1CCOCC1)C1COc2ccccc2O1 (configuration not stated)	1
CC(C)(C)n1nnnc1CN1CCC(NC(=O)NC2CCCCC2)CC1	1
CC(C)CSc1nnc2[nH]c(=O)cc(N)n12	4
O=C(N1CCOCC1)N1CCOCC1	2
c1ccc2c(c1)OCC(c1nnc3n1-c1ccccc1SC3)O2 (configuration not stated)	3

Some of the entries so far, field by field.
> CS(=O)(=O)N(CC(=O)Nc1ccc2c(c1)OCO2)Cc1ccccc1
  RAD54 branch = 6

> Cc1ccc(-c2cc(C(F)F)n3ncc(C(=O)Nc4c(C)nn(Cc5ccccc5Cl)c4C)c3n2)cc1
  RAD54 branch = 8

19 compounds out of the list, arranged by heavy-atom count, highest first.
SMILES	RAD54 branch
Cc1ccc(-c2cc(C(F)F)n3ncc(C(=O)Nc4c(C)nn(Cc5ccccc5Cl)c4C)c3n2)cc1	8
CCc1cccc(CC)c1NC(=O)C1SC(=Nc2ccccc2C)C(c2nc3ccccc3s2)=C1N (configuration not stated)	1
COc1ccc(-c2c(C)nn3c(N4CCC(C(=O)NCCN(C)C)CC4)cc(C)nc23)cc1OC	8
CCCCC1(Cc2cccc([N+](=O)[O-])c2)C(=O)N(c2ccccc2)N(c2ccccc2)C1=O	-4
CN1CC(c2ccccc2)C2(COc3ccccc3C2=O)C12C(=O)Nc1ccccc12 (configuration not stated)	2
CCc1nn(CCCC(=O)N2CCc3ccccc3C2)c(=O)c2cc3occc3n12	-5
CC1=CCC(C(=O)O)(C(=O)N/N=C/c2cccs2)C(c2ccc([N+](=O)[O-])cc2)C1 (configuration not stated)	7
COc1ccc(OC)c(N(CC(N)=O)S(=O)(=O)c2ccc(OC)c(OC)c2)c1	-3
COc1ccccc1Nc1nc(N)nc(-c2oc3ccccc3c2C)n1	-3
CS(=O)(=O)N(CC(=O)Nc1ccc2c(c1)OCO2)Cc1ccccc1	6
COCCCNC(=O)C1CCCCN1S(=O)(=O)c1ccc(F)cc1 (configuration not stated)	-1
CS/C(=N\S(=O)(=O)c1ccc(N)cc1)NS(=O)(=O)c1cccs1	-7
O=C(NCCCN1CCOCC1)C1COc2ccccc2O1 (configuration not stated)	1
Cc1ccc(-n2c(-c3nn(C)c(C)c3Cl)n[nH]c2=S)cc1	-4
CC1CC(C(F)(F)C(F)(F)F)n2nc(C(=O)O)cc2N1 (configuration not stated)	-4
COC(=O)Cc1nc(NC(=O)c2cccs2)sc1C	-12
CC(C)CSc1nnc2[nH]c(=O)cc(N)n12	4
CCCN1CCCc2cc(CN)ccc21	-1
O=C(N1CCOCC1)N1CCOCC1	2

New compounds follow
SMILES	RAD54 branch
O=C(CSc1nnc(COc2ccccc2)n1-c1ccccc1)c1cccs1	3
CCOC(=O)c1[nH]c2ccc(C)cc2c1N=CN(CC)CC	13
CCCC(=O)Nc1cc(C)c(NC(=O)c2ccccn2)cn1	3
C=CCNC(=S)NNC(=O)c1cccn(Cc2cccc(Cl)c2)c1=O	-2
Cc1cc(NS(=O)(=O)c2ccccc2)c(C)c(Cl)c1O	2
Cc1cc(Nc2nc3ccccc3nc2Cl)n(-c2ccccc2)n1	-14
CC(C)(C)NC(=O)CN(Cc1cccnc1)C(=O)c1csnn1	1
CCn1c(NCc2cc(Br)ccc2NS(=O)(=O)c2ccc(C)cc2)nc2ccccc21	-4
CCOC(=O)COc1ccccc1-c1ccno1	-7
O=C1C2CC=CCC2C(=O)N1CNc1ccccc1 (configuration not stated)	0
O=S(=O)(Nc1ccc(F)cc1)N1CCCCCC1	-1
CCOc1ccc2c(=O)c(Oc3ccccc3OCC)coc2c1	2
Cc1nn(Cc2cccc(C(=O)NC34CC5CC(CC(C5)C3)C4)c2)c(C)c1Br	-2
Cc1ccc(NC2=C(N3CCOCC3)C(=O)c3ccccc3C2=O)cc1	-10
COC(=O)c1ccccc1NC(NC(=O)c1ccco1)C(=O)c1ccccc1 (configuration not stated)	1
COc1ccc(N(C(C)=O)S(=O)(=O)c2cc(OC)ccc2OC)cc1	-3
COc1ccc(C2(NC(C)=O)CCN(C(=O)CCC(=O)O)CC2)cc1	-6
Cc1ccc(-c2cc(-c3ccccc3)[nH]c(=S)c2C#N)cc1	-7
COc1cc(C=O)cc(OC)c1OS(=O)(=O)c1ccc(NC(C)=O)cc1	10
CC(=O)N1CCN(c2nc(-c3ccco3)c3c(c2C#N)CC(C)(C)SC3)CC1	-10
Cc1ccc(NC2=C(C(=O)c3ccccc3)N(C)S(=O)(=O)c3ccccc32)cc1	-5
COc1ccc(/C(N)=N/OC(=O)c2cc(-c3ccccc3)nc3ccccc23)cc1	2
Cc1cc(C)n(-c2ccc(C(=O)OCC(=O)NCc3ccco3)cc2)n1	2
CCOC(=O)c1cccc(NC(=O)Cn2cnc3c2c(=O)n(C)c(=O)n3C)c1	-14
Cc1ccc(C(=O)Nc2nnc(-c3ccc(C(C)(C)C)cc3)s2)cc1	-5

New compounds follow.
SMILES	RAD54 branch
CCCNCCC(c1ccco1)c1ccccc1OC (configuration not stated)	-10
Cc1cccc(OCCSc2ncnc3nc[nH]c23)c1	-7
COc1ccc(NC(=O)C2CCN(c3nc(C)cc(C)n3)CC2)cc1	-11
NC(=O)C(c1ccc(Cl)cc1)c1ncc(C(F)(F)F)cc1Cl (configuration not stated)	-6
Cc1ccc(C(NC(=O)NCCCN2CCOCC2)=C(Cl)Cl)cc1F	-3
CCOC(=O)c1c(CN2CCCCC2)n(C)c2cc(Br)c(OC)cc12	?
Nc1nc(SCC(=O)NC2CCCCCC2)[nH]c(=O)c1-c1ccccc1	12
CC(C)Nc1nc(Oc2ccc(Cl)cc2Cl)cc(C(F)(F)F)n1	-1
COc1ccc(NCc2nnc(SCc3ccccc3)n2-c2ccc(OC)cc2)cc1	-25
CCOc1ccccc1N(CC(=O)NC1CCCCC1)C(=O)CNC(=O)c1ccco1	7
CCc1nc2cc(C)nn2c2nc3ccccc3n12	7
Cc1onc(-c2c(F)cccc2Cl)c1C(=O)Nc1nnc(-c2ccccc2)s1	6
O=C(Nc1nc2ccc(S(=O)(=O)N3CCCC3)cc2s1)C1CCCCC1	-4
Cc1cn(C2OC(COC(=O)c3ccccc3)C(OC(=O)c3ccccc3)C2OC(=O)c2ccccc2)c(=O)[nH]c1=O (configuration not stated)	9
CCOc1ccccc1C(=O)N1CCN(C(c2ccccc2)c2ccccc2)CC1	12
O=C(CCNS(=O)(=O)c1ccc(Br)s1)Nc1ccc(Cl)cc1	-2
O=C(N/N=C/c1ccco1)c1cc(-c2cccc3ccccc23)n[nH]1	-8
CCOc1ccccc1C(=O)Nc1nccs1	-5
CCOc1cc(C(=O)O)cc(Cl)c1OC	1
CC(C)CCNC(=O)c1cccc(C(=O)NCCC(C)C)c1	-15
O=C(OCCN1CCCCC1)c1ccc(O)cc1	-5
CC(=O)N1CCn2c3c(c(=O)c4cc(C)ccc42)CCC31 (configuration not stated)	-16
CC(=O)Nc1nc2n(n1)C(c1ccccc1)C=C(c1ccccc1)N2 (configuration not stated)	-9
CCCCNC(=O)[C@H]1C[C@H]1[C@@H](O)[C@H](CO)NC(=O)[C@H](CC(C)C)NC(=O)OC(C)(C)C	4
CCOc1cc(-c2noc(CCC(=O)Nc3cccnc3)n2)ccc1OC	-1

Continued:
SMILES	RAD54 branch
CCn1cc(-c2cc(C(F)(F)F)n3nc(C(=O)O)cc3n2)c(C)n1	-8
CCN(CC)C(=O)CN(c1cccc(OC)c1)S(=O)(=O)c1ccc(C)cc1	-2
CN1CCN(C(CNS(=O)(=O)c2ccc(Cl)cc2)c2cccnc2)CC1 (configuration not stated)	5
CCOC(=O)c1cccnc1SC(CC)C(=O)N1CCOCC1 (configuration not stated)	5
Cc1ccc(C(C(=O)NC2CCCCC2)N(Cc2ccco2)C(=O)Cn2cnc3ccccc32)cc1 (configuration not stated)	-1
CN1CCN(c2nc(-c3ccccn3)nc3ccccc23)CC1	?
COc1cccc(C(=O)Nc2cccc(OCC(=O)O)c2)c1	-2
O=C(CSc1nnnn1-c1ccccc1)Nc1ncc(Cc2cc(Cl)ccc2Cl)s1	0
COc1cc2c(cc1OC)CN(S(=O)(=O)c1ccc3c(c1)OCCO3)CC2	-5
COc1ccc(-n2c(SCC(N)=O)nnc2-c2ccccc2F)cc1	4
COc1ccccc1-c1nnc(NC(=O)OCC(C)C)s1	0
C=CCn1c(SCC(=O)c2cccs2)nc2sc(C)cc2c1=O	3
Cc1cc(C)c(S(=O)(=O)N(CC(=O)O)C2CCCCC2)c(C)c1	-2
Cc1cnnc2c1-c1nonc1CC2	2
Cc1ccc(-c2cnc(C(O)c3cccc(Cl)c3)[nH]2)cc1 (configuration not stated)	-4
CCCn1cnc2c(=O)oc3ccccc3c21	3
Cc1c([N+](=O)[O-])cc(C(=O)Oc2ccc(Br)cc2C(=S)N2CCCCC2)cc1[N+](=O)[O-]	-2
Cc1cccc(N2C(=O)CC(N3CCN(c4cccc(C(F)(F)F)c4)CC3)C2=O)c1 (configuration not stated)	2
Cc1cc(NC(=O)CCC(=O)N(CC(=O)NC2CCCC2)c2ccc3c(c2)OCCO3)no1	15
CCNC(=O)CC1C(=O)N(c2ccc(F)cc2)C(=O)N1CCc1ccc(OC)cc1 (configuration not stated)	2
COc1ccc(/C=N/Nc2nccnc2Cl)cc1	-5
O=C(NCCCN1CCOCC1)c1ccc2c(=O)n(Cc3cccc(Br)c3)c(=S)[nH]c2c1	0
COc1ccc2[nH]cc(C(=O)CN3CCN(C(=O)c4ccco4)CC3)c2c1	-1
Cc1ccccc1CN1C2=NCCN2c2ccccc21	5
OCCNc1nc(-c2cccnc2)nc2ccccc12	21

Screening results (PubChem)
